# High-throughput results (PubChem BioAssay)
# ARNT-TACC3 inh – disruptors of human ARNT/TACC3 interaction. Q9Y6A5. AlphaScreen His-ARNT PAS-B/GST-TACC3 binding, luminescence; TACC3 fragment carries E629A point mutation. inhibition, % at 9.99 µM. AID 623870. 390,000 tested, 0.66% active;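 active = mean inhibition of replicates at least 50% and at least half of replicates each reaching 50%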;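 also: 0% = complete ARNT plus TACC3 wells and 100% = ARNT alone without TACC3; many hits fall short of the cut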
# The depositor's hits bear a star.
ARNT-TACC3 inh | Compound
-2 | COc1ccc(CCNC(=O)Cn2cnc3c(cnn3C(C)(C)C)c2=O)cc1OC
-3 | O=C(NCCO)c1scc2c1OCCO2
-2 | COCCCNC(=O)c1ccc(C(=O)NCCCOC)cc1
-3 | CCC1(C)Cc2ccccc2-c2c1c(=O)n(-c1ccc(C)cc1)c1nnnn21 (stereo not drawn)
-8 | CC1(C)Cc2ccccc2-c2nc(NCCO)n(-c3ccccc3)c(=O)c21
-3 | CC12CNCC(C)(CN(C(c3ccccc3)c3ccccc3)C1)C2
-8 | CC1=NOC(=O)/C1=C/c1ccc(-c2ccc(Cl)cc2)o1
-3 | O=C(CN1CCOCC1)Nc1ccc(Br)cn1
12 | Cc1ccc2nc(NC(=O)C3CCN(c4ncnc5sc(C)c(C)c45)CC3)sc2c1
-2 | COc1ccc(Nc2nc(C)nc3c2nnn3Cc2ccccc2)cc1OC
-3 | CC(C)CC1(C)NC(=O)NC1=O (stereo not drawn)
-5 | CCn1c(SCc2nc3cc(OC)c(OC)cc3c(=O)[nH]2)nnc1-c1ccncc1
5 | O=C(c1ccc(Cl)cc1Cl)C1(n2cncn2)Oc2ccccc2C1O (stereo not drawn)
12 | O=C(O)CCC(=O)Nc1ccccc1C(=O)Nc1ccccc1
2 | CCN(C(=O)Cc1ccccc1OC)c1nnc(-c2ccncc2)s1
7 | COC(=O)c1cccc(NC(=O)Cn2cnc3c2c(=O)n(C)c(=O)n3C)c1
-4 | Cc1nc(SCC(=O)NCCc2ccccc2)c2oc3ccccc3c2n1
-1 | Cc1nnc(OCC(=O)NCCC2=CCCCC2)c2ccccc12
-13 | CN1CCn2c1nc(N1CCCCC1)nc2=O
-1 | CCN(CC)C(=O)CN(c1cccc(C(F)(F)F)c1)S(C)(=O)=O
-8 | CCCNC(=O)CSc1nnc(C)s1
-7 | c1coc(-c2nn3c(Cn4nnc5ccccc54)nnc3s2)c1
-2 | C/C=C\C=C/C(=O)Nc1cccc(C2=NOC3(C2)C[C@@H](C(N)=O)N(C(=O)/C=C/C=C\C)C3)c1 (stereo partly drawn)
0 | O=C(NCC1CCCCC1)C1CCCN(C(=O)NC2CCCCC2)C1 (stereo not drawn)
-5 | CCOC(=O)N1CCN(c2nc(-c3ccc(OC)cc3)no2)CC1
-4 | O=C1CCCN1c1cc(Cl)ccc1Cl
57* | CCCNC(=S)Nc1ccc2nc(-c3ccccn3)c(-c3ccccn3)nc2c1
-6 | CCCCNCc1cc(Br)c(OCc2cccs2)c(OC)c1
-2 | O=C(Nc1ccc2oc(-c3cccc4ccccc34)nc2c1)c1ncn[nH]1
2 | O=C1c2oc3ccccc3c(=O)c2C(c2cccc(F)c2)N1CCCO (stereo not drawn)
38 | Cc1csc(NC(=O)c2cnccn2)n1
-18 | O=C(Nc1ccccc1)N1CCN2C(=O)c3ccccc3C12c1ccccc1 (stereo not drawn)
-3 | O=C(CN1CCN(c2cccc(C(F)(F)F)c2)CC1)Nc1cccc(C(F)(F)F)c1
-5 | COc1ccc(-c2[nH]nc3c2C(c2ccncc2)C(C#N)=C(N)O3)cc1 (stereo not drawn)
-5 | CCOC(=O)C1C(=O)CC(O)(c2ccccc2)CC1c1ccccc1 (stereo not drawn)
-7 | O=C(NCc1ccccc1)c1cc(S(=O)(=O)N2CCC3(CC2)OCCO3)ccc1F
-3 | Cc1cccc(OCC(=O)N2CCN(C(=O)CCC3CCCC3)CC2)c1
7 | Cc1oc(-c2cccc(Cl)c2)nc1CN1CCCC(C(=O)NCCCN2CCOCC2)C1 (stereo not drawn)
3 | O=C1CC(N2CCSCC2)C(=O)N1CCc1ccccc1 (stereo not drawn)
23 | CCOC(=O)c1nc(Nc2ccc(C(=O)O)cc2)c2ccccc2n1
1 | COC(=O)c1ccccc1NC(=O)COC(C)=O
-1 | COc1ccc2c(c1)SC(C)CC2=O (stereo not drawn)
-8 | COc1ccccc1-n1c(-c2ccc(F)cc2)coc1=O
14 | Cc1ccc2cc3cc(C(=O)NCCN4CCOCC4)oc3nc2c1
3 | O=C(NC1CCCCC1)C(c1ccc2ncccc2c1)N(Cc1ccc(F)cc1)C(=O)c1cccs1 (stereo not drawn)
23 | COc1cccc(/C=N/N2CCN(c3ccccc3OC)CC2)c1
-9 | Cc1noc(C)c1COC(=O)CCCOc1ccc(Cl)cc1Cl
3 | CCOC(=O)N1CCN(C(=O)Cc2ccc(-n3c(=O)[nH]c4ccccc4c3=O)cc2)CC1
-2 | CCOc1ccc2nc(SCC(=O)N3CCCCCC3)c(C#N)cc2c1
-6 | O=C(O)CCC(=O)N1CCN(c2ccccn2)CC1
2 | CC(C)(C)C(=O)Nc1ccccc1C(=O)NCc1ccco1
-1 | Clc1ccc(/C=N/c2c(-c3ccc(Cl)cc3)nc3n2CCS3)cc1
0 | COc1ccc(N2Cc3cccc(C(=O)N4CCOCC4)c3C2=O)cc1
-8 | CC(=O)Nc1ccc(NC(=O)c2cc(C)nn2-c2ccccc2)cc1
-2 | COCCNC(=O)c1ccccc1NC(=O)c1ccc(Cl)c(S(=O)(=O)Nc2ccc(C)cc2C)c1
2 | CC(=O)NS(=O)(=O)c1ccc(NC(=O)CCC2CCCC2)cc1
4 | Nc1cc(C2CCCC2)nn1-c1ccccc1
-6 | Cc1ccc(-c2nc(N)n(S(C)(=O)=O)n2)cc1
-7 | COCc1nnc(NC(=O)CC(c2ccccc2)c2ccccc2)s1
3 | CCCOC(=O)C1=C(C)NC2=C(C(=O)CCC2)C1c1cc(OC)ccc1OC (stereo not drawn)

# Carrying on.
ARNT-TACC3 inh | Compound
1 | CCOc1cccc(CNCCNC(=O)c2nonc2N)c1
4 | O=c1c2ccccc2nc(-c2ccccc2)n1Cc1ccco1
-8 | COCCn1c(Sc2nc(C)cs2)nc2c1c(=O)[nH]c(=O)n2C
-2 | O=C(CSc1ncnc2nc[nH]c12)c1ccc2ccccc2c1
-6 | Cc1ccc(NC(=O)C2CCN(S(=O)(=O)c3cccc4nonc34)CC2)nc1
-61 | CC12CC(NC(=O)N1c1cccc(C(=O)N3CCN(c4ccccn4)CC3)c1)c1ccccc1O2 (stereo not drawn)
-1 | Cc1ccc(S(=O)(=O)N(CC(=O)N2CCc3ccccc3C2)c2cccc(Cl)c2)cc1
-2 | COc1ccc(-n2nc(C(=O)NCC(=O)N3CCN(C)CC3)c3ccccc3c2=O)cc1OC
0 | O=C1CC(N2CCC(c3nc4ccccc4o3)CC2)C(=O)N1c1ccc(Cl)c(C(F)(F)F)c1 (stereo not drawn)
-7 | CCC1(CC)C(=O)NN(c2ccccc2)C1=O
-6 | Cc1ccc(Cn2cnc3sc4c(c3c2=O)CCC4)c(C)c1
-2 | CC(C)(C)OC(=O)NCCCCCNC(=O)c1[nH]cnc1C(=O)N[C@@H](Cc1ccccc1)C(=O)OC(C)(C)C
-2 | Nc1nonc1-c1noc(N2CCCCC2)n1
25 | Cc1cc(Nc2cnc3ccccc3n2)n(-c2ccccc2)n1
-8 | CCCCNC(=S)NNC(=O)c1csc2c1CCC(C)C2 (stereo not drawn)
-8 | c1ccc(OCCOCCSc2ncccn2)cc1
-3 | CCCCCOC(=O)C(C)c1c(C)[nH]c(=S)[nH]c1=O (stereo not drawn)
5 | CCCCn1c(=N)n(CC(O)COc2ccc(C)cc2)c2ccccc21 (stereo not drawn)
1 | O=C(Cn1ccc2ccccc2c1=O)NCCC(=O)Nc1cccc(Cl)c1
-6 | O=C(NCc1ccccc1)NC1(C(=O)N2CCN3CCCC3C2)CCCCC1 (stereo not drawn)
-4 | COc1ccccc1NC(=O)CCC(=O)O
-7 | O=C(c1cccs1)N1CCN(S(=O)(=O)N2CCOCC2)CC1
-1 | CC1=C(C(=O)NCCN2CCN(C)CC2)C2(CCC(C)CC2)OC1=O (stereo not drawn)
-7 | C/C(=N\NC(=O)c1cc(C2CC2)nc2ccccc12)c1ccc(C)s1
0 | CCOC(=O)[C@@H]1[C@H]2COc3ccc(Br)cc3[C@H]2N2C(=O)N(c3ccc(F)cc3)C(=O)[C@@]12C
4 | N/C(=N\OC(=O)C1CCCCC1)c1cccc([N+](=O)[O-])c1
1 | Cc1cc(C)c(OCC(=O)Nc2cccc(O)c2)cc1C
-12 | CCOC(=O)C1CCCN(Cc2sccc2C)C1 (stereo not drawn)
4 | Cc1cccc(NC(=O)c2ccc(-n3cccn3)c([N+](=O)[O-])c2)c1
1 | CCn1cc(C(=O)NCC2CCCO2)c2cc(OC)c(OC)cc2c1=O (stereo not drawn)
-11 | COc1ccc(Cl)cc1NC(=O)COC(=O)CCNC(C)=O
-10 | Oc1ccc2cccnc2c1
2 | C=CCN=C1SCC(=O)N1S(=O)(=O)c1ccc(C)cc1
-10 | CSCCC(NC(=O)c1ccc(Cl)cc1)C(=O)NC(C)(C)C (stereo not drawn)
-8 | COc1ccc(OC)c(N2C(=O)C(Cl)=C(N3CCOCC3)C2=O)c1
-3 | CCOC(=O)C1=C(O)/C(=C\c2ccc(OC)c(OC)c2)N=C1C
-5 | Cc1ccc(N=Cc2c(O)n(-c3ccc4c(c3)OCO4)c(=O)c3ccccc23)cc1
-15 | Cc1cc(-c2nnc(SCC(=O)Nc3ccccc3C(F)(F)F)o2)c(C)n1-c1ccccc1
3 | CN(C)c1ccc(NC(=O)CN2CCN(S(=O)(=O)c3cc(Cl)ccc3Cl)CC2)cc1
-33 | COc1ccc(C)cc1NC(=O)COCC(=O)O
-5 | CCCC(C)NC(=O)c1ccc2[nH]c3c(c2c1)CC(C)CC3 (stereo not drawn)
6 | CC(=O)NCCn1c(SCc2cc(F)ccc2F)nc2ccccc2c1=O
-23 | CC1(C)CC(=O)C2=C(C1)Oc1ncn3nc(-c4cccnc4)nc3c1C2c1ccccc1 (stereo not drawn)
-5 | O=C(Nc1ccc(N2CCCC(O)C2)cc1)c1snc2c(=O)[nH]cnc12 (stereo not drawn)
0 | CCc1nn(-c2ccccc2)c2c1-c1cc(OC)c(OC)cc1C1(N2)C(=O)Nc2ccccc21 (stereo not drawn)
-11 | CCCCOc1ccc(C(=O)N2CCCC2C(=O)O)cc1 (stereo not drawn)
-1 | CCCCCn1c2nc3ccccc3nc2c2c(=O)n(CC(C)C)cnc21
-1 | Cc1ccc2c(c1)cc(CN(Cc1ccco1)S(=O)(=O)c1ccccc1)c1nnnn12
-4 | Cc1ccc(NC(=O)c2cn(-c3cccc(C)n3)cn2)cc1
-3 | Nc1cc(CN2C(=O)c3ccccc3C2=O)cc(Cl)c1O
-5 | COC(=O)c1c(-c2ccc3ccccc3c2)csc1NC(=O)Cc1ccc(OC)c(OC)c1
36 | CSc1ccccc1NS(=O)(=O)c1ccccc1
2 | S=C(NN=C1C2CC3CC(C2)CC1C3)Nc1ccccc1
-7 | CCCCn1c(=O)n(Cc2cccc(F)c2)c(=O)c2c1ncn2Cc1ccco1
-2 | Cc1cc(NC(=O)CCC(=O)N(c2ccccc2)C(C(=O)NCC2CCCO2)c2cccnc2)no1 (stereo not drawn)
2 | Cc1noc(NS(=O)(=O)c2ccc(NC(=O)CCC3CCCCC3)cc2)c1C
31 | C=C(C)C(=O)Nc1cccc(C2=NOC3(C2)C[C@H](C(N)=O)N(C(=O)C(c2ccccc2)c2ccccc2)C3)c1 (stereo partly drawn)
0 | COc1cccc(NS(=O)(=O)c2ccc(Br)s2)c1
-11 | CCC(=O)NNc1cccc(Cl)n1
0 | Cc1nc(C(C)(C)O)n(-c2ccccc2)n1

# Part of the list above, with each value named.
CN(C)c1ccc(NC(=O)CN2CCN(S(=O)(=O)c3cc(Cl)ccc3Cl)CC2)cc1
  ARNT-TACC3 inh: 3
COc1ccc(C)cc1NC(=O)COCC(=O)O
  ARNT-TACC3 inh: -33
CCCC(C)NC(=O)c1ccc2[nH]c3c(c2c1)CC(C)CC3 (stereo not drawn)
  ARNT-TACC3 inh: -5

# A draw from above in order of heavy-atom count, highest first.
ARNT-TACC3 inh | Compound
-15 | Cc1cc(-c2nnc(SCC(=O)Nc3ccccc3C(F)(F)F)o2)c(C)n1-c1ccccc1
3 | CN(C)c1ccc(NC(=O)CN2CCN(S(=O)(=O)c3cc(Cl)ccc3Cl)CC2)cc1
36 | CSc1ccccc1NS(=O)(=O)c1ccccc1

# Continuation.
ARNT-TACC3 inh | Compound
-6 | CCc1ccc(C2CC(c3ccc(Cl)cc3)=NNC2=O)cc1 (stereo not drawn)
1 | COc1cccc(N2CCN(C(=O)Nc3ccc4c(c3)NC(=O)CO4)CC2)c1
1 | CCOC(=O)Cn1cc(C(=O)c2ccco2)c2ccccc21
1 | CCOC(=O)C1CCN(C(=O)c2cc3cc4cc(OC)ccc4nc3o2)CC1
-2 | COc1ccc(/C=C/C(=O)NCC(=O)N/N=C/c2cc(Br)ccc2OC)cc1
-2 | CC(=O)Nc1ccc(NC(=O)/C(Cl)=C/c2ccccc2)cc1
-7 | O=C(CCSc1nc(-c2ccco2)cc(C(F)(F)F)n1)NCCc1ccccc1
1 | Cc1ccnc(N2CCC(C(=O)Nc3ccc4c(c3)CCC4)CC2)n1
56* | O=c1cc(C(F)(F)F)nc(-n2[nH]c3c(c2=O)CCCC3)[nH]1
-4 | NC(=O)c1ccccc1NS(=O)(=O)c1cccs1
1 | CC(=O)c1ccc(NC(=O)Oc2ccccc2)cc1
6 | CCCc1ccc(-c2cc(C(=O)N/N=C/c3ccc([N+](=O)[O-])o3)c3ccccc3n2)cc1
0 | CC(C)COc1ccc(/C(=N/O)c2ccccc2)cc1

# Part of the list above, bar-delimited:
SMILES | ARNT-TACC3 inh
COc1cccc(N2CCN(C(=O)Nc3ccc4c(c3)NC(=O)CO4)CC2)c1 | 1
Cc1ccnc(N2CCC(C(=O)Nc3ccc4c(c3)CCC4)CC2)n1 | 1
CCc1ccc(C2CC(c3ccc(Cl)cc3)=NNC2=O)cc1 (stereo not drawn) | -6
CC(C)COc1ccc(/C(=N/O)c2ccccc2)cc1 | 0
CCOC(=O)Cn1cc(C(=O)c2ccco2)c2ccccc21 | 1
CC(=O)Nc1ccc(NC(=O)/C(Cl)=C/c2ccccc2)cc1 | -2

# The list is partial; count on the stated rates, not on these rows.
